TDP1 cell CPT = growth inhibition of DT40 Tdp1-/-;hTDP1 cells with camptothecin (screen for TDP1 inhibitors). chicken DT40 Tdp1-/-;hTDP1 cells + 20 nM CPT, ATP luminescence, 48 h. Potency, µM (highest dose often 46.2 µM), for inactives: at the highest dose activity change, negative = growth inhibition, hits mostly inhibitors. actives 12% (n = 420,000); further: nearly all actives have a fitted effect of over 55% in size
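Chicken DT40 Tdp1-/- cells stably complemented with human TDP1 were seeded at 400 cells/well in medium containing 20 nM camptothecin, exposed to pin-transferred compounds, and grown at 37 °C for at least 48 hr. Viability was read as ATP luminescence.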
TDP1 block = blocks human tyrosyl-DNA phosphodiesterase 1; recombinant TDP1, AlphaScreen DNA substrate cleavage; actives 0.28% (n = 350,000); Potency, µM (titrated, usually from 130 µM), without a hit: at the top dose activity change, negative = inhibition, actives largely listed as inhibitors; further: nearly all actives have a fitted effect of over 40% in size
Target sequence (Q9NUW8 whole entry, looked up): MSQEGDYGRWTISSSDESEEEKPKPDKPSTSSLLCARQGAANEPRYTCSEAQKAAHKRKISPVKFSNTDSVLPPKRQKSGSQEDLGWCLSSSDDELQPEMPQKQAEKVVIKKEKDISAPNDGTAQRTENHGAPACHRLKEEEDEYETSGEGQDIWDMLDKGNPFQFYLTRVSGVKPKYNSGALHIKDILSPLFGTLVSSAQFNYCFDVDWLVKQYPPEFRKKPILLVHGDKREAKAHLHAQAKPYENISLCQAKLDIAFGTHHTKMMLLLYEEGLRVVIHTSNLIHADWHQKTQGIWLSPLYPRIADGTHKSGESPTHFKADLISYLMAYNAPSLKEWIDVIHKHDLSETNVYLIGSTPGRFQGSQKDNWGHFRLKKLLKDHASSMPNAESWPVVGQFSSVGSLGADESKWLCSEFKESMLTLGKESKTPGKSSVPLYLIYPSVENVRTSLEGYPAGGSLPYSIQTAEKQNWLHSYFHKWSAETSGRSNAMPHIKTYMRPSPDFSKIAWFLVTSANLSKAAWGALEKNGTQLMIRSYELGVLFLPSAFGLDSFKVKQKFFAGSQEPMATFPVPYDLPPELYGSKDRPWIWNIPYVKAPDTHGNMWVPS
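Recombinant human Tdp1 (E. coli-expressed, 1 nM final) preincubated with compounds 15 min at room temperature, then 5'-biotin/3'-phosphotyrosine-FITC DNA substrate (15 nM final) added for 5 min. AlphaScreen beads (10 ug/ml final) added 10 min; cleavage lowers signal.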
DT40 TDP1 no CPT = qHTS for Inhibitors of human tyrosyl-DNA phosphodiesterase 1 (TDP1): qHTS in cells in absence of CPT; DT40 Tdp1-/- hTDP1 cells, no CPT, ATP luminescence, 48 h; Potency, µM (titrated, usually from 46.2 µM), for inactives: at the highest dose activity change, negative = growth inhibition, usual class: inhibitors; actives 15% (n = 420,000); AID 686978, 2013; further: nearly all actives have a fitted effect of over 55% in size
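Camptothecin absent (DMSO only). Human TDP1-complemented DT40 knockout cells, 400 cells/well, 37 °C for minimum 48 hr; ATP measured via CellTiter-Glo, 30 min dark incubation, luminescence.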
The depositor's hits bear a star; ? = inconclusive; . = no result given; [ ] = another dose, or the depositor's remark. The call rests on the fitted dose curve; in most records, active means well fitted curve in the direction sought with a large enough effect; inconclusive means small, poorly fitted or top-dose-only effect, or another doubt; inactive means no such curve, though single readings can be large; an effect the other way counts as inactive or inconclusive. On the % scale 0 is the no-effect control and ±100 the full control effect; potency means the concentration at half of the fitted maximal effect.

SMILES	TDP1 cell CPT	TDP1 block	DT40 TDP1 no CPT
CC(C)N(C(=O)Cn1cc(S(=O)(=O)Cc2ccc(C(F)(F)F)cc2)c2ccccc21)C(C)C	?	3%	?
CCOc1ccc(C(=O)NCC2(c3ccccc3)CCOCC2)cc1	?	2%	-26%
COC(=O)C1=C(C)N(C(C)c2ccccc2)C(=O)C1 (configuration not stated)	-13%	1%	-27%
Cc1ccc(NCc2nnc(SCC(=O)N3c4ccccc4Sc4ccccc43)o2)c(C)c1	?	3%	?
CCCc1cc(=O)[nH]c(SCC(=O)c2c[nH]c3ccccc23)n1	?	-4%	?
CCc1cccc(NC(=O)CSc2nnc(Cc3ccc(OC)cc3)c(=O)[nH]2)c1	-4%	-18%[0.505 µM]	-9%
O=C(O)c1ccc2oc(=O)n(Cc3ccccc3)c2c1	-7%	-4%	-7%
Cc1cc(C)cc(NC(=O)N2CCN(Cc3ccc4c(c3)OCO4)CC2)c1	-3%	6%	?
CC1CCN(c2ccccc2NC(=S)NC(=O)c2cccs2)CC1	?	9%	?
COc1ccc(N2CC(C(=O)N3CCN(c4ccccc4OC)CC3)CC2=O)cc1 (configuration not stated)	-19%	.	-28%
CCOC(=O)CN1CC23C=CC(O2)C(C(=O)Nc2cc(OC)ccc2OC)C3C1=O (configuration not stated)	-11%	8%	-3%
CCN1C(=O)C(C(=O)Nc2ccc(OC)cc2)C2CC1(C)Oc1ccccc12 (configuration not stated)	-14%	3%	-21%
CCN(Cc1ccncc1)C(=O)c1ccc(C)o1	2%	1%	3%
Cc1ccc2occ(C3N[C@H](C(=O)O)CS3)c(=O)c2c1 (some centres not stated)	-6%	4%	-18%
Cc1ccc([N+](=O)[O-])cc1S(=O)(=O)Nc1ccc(-c2ccc(N3CCOCC3)nn2)cc1	-1%	.	-1%
Cn1nnnc1SCCCNCc1cccc(OCc2ccccc2F)c1	?	-3%	?
O=C(NC1CCCCC1)C(c1ccnc2ccccc12)n1c(=O)c(-c2ccccc2)nc2ccccc21 (configuration not stated)	10µM*	.	13µM*
COc1ccccc1NC(=O)Nc1nc(C(N)CCc2ccccc2)cs1 (configuration not stated)	?	.	13µM*
O=C(NCC(c1ccco1)N1CCCCC1)c1cc2c(s1)CCCC2 (configuration not stated)	18µM*	1%	16µM*
CCc1nc(SCC(=O)c2ccc3c(c2)OCCO3)c2ccccc2n1	?	3%	?
COc1ccc(NC(=O)c2nn(C)c3c2CSc2ccc(C)cc2-3)cc1OC	?	6%	?
CCNS(=O)(=O)c1ccc(OC)c(C)c1	5%	5%	-2%
CC(C)CC(N)c1csc(Nc2ccc(S(C)(=O)=O)cc2)n1 (configuration not stated)	-30%	.	-12%
O=C(O)C1CCCCN1S(=O)(=O)c1ccc2ccccc2c1 (configuration not stated)	1%	6%	-2%
Cc1ccc(/C=N/NC(=O)CSCc2ccc(Cl)cc2)cc1	?	5%	-20%
c1ccc(OCCN2CCN(C(c3ccccc3)c3ccccc3)CC2)cc1	?	.	15µM*
O=C(CSC1CN(C(c2ccccc2)c2ccccc2)C1)N/N=C/c1ccccc1	16µM*	5%	?
CC1CCCN(c2ccc(C(=O)NCc3ccccc3)cn2)C1 (configuration not stated)	-5%	-3%	-21%
COc1ccc(CNC(=O)CNC(C)c2ccc(F)cc2)cc1 (configuration not stated)	-10%	.	-3%
COc1cccc(OC)c1OCCCCCc1c(C)n[nH]c1C	?	3%	?
CC(C)(CNC(=O)c1ccc(NS(=O)(=O)c2ccc(Br)cc2)cc1)N1CCOCC1	-24%	5%[0.505 µM]	-28%
CC1=Nc2ccccc2/C1=C\c1sc(Nc2ccc(C)cc2)nc1O	0.58µM*	0%	0.92µM*
O=C(c1cccc(Cl)c1)N1CCN(c2ccc(N3CCOCC3)nn2)CC1	5%	-11%	-9%
CC(/C=C1\SC(=S)N(NC(=O)c2ccccc2C)C1=O)=C\c1ccccc1	-17%	6%	-19%
Cc1ccc(Cl)c(NC(=O)CSc2n[nH]c(=O)n2C2CC2)c1Cl	-17%	0%	-28%
Cc1ccc(C)c(OC(=O)c2cccnc2Cl)c1C	0%	-9%	-10%
O=C(COc1ccc2ccccc2c1)NCCc1ccc2c(c1)OCCO2	18%	5%	-26%
Cc1cccnc1CCNC(=O)CCc1nnc(-c2ccccc2)o1	11%	0%	1%
O=C(Cn1c(=O)c(=O)n(Cc2ccccc2)c2ccc(Cl)cc21)Nc1ccc(F)cc1F	?	0%	?
COc1cc(C(=O)ON=C2C(C)=CC(=O)C=C2C)cc(OC)c1OC	-13%	7%	1%
O=C(COC(=O)c1ccco1)Nc1ccccc1[N+](=O)[O-]	8%	1%	9%
COc1cccc(CN2CCN(C3CCOCC3)CC2CCO)c1 (configuration not stated)	4%	2%	4%
CCNc1nc(NCC)nc(N2CC(=O)N(CC(=O)OCC)C2=N)n1	?	.	-10%
CN1CCN(NC(=O)c2c(-c3ccccc3)sc3ccccc23)CC1	0%	2%	-8%
O=C(NCc1ccccc1Cl)C(=O)NCC1OCCN1S(=O)(=O)c1cccs1 (configuration not stated)	5%	5%	-21%
COc1ccccc1CNC(=O)C[C@@H]1C[C@H]2c3cc(NC(=O)c4ccc5c(c4)OCO5)ccc3O[C@H]2[C@@H](CO)O1	?	.	?
C=CCn1c(=NC(=O)C2CC2)sc2cc(NC(C)=O)ccc21	-12%	0%	4%
NC(=O)c1ccccc1NC(=O)CCn1c(=S)oc2ccccc21	?	.	?
CS(=O)(=O)c1nc(-c2ccc(F)cc2)cc(C(F)(F)F)n1	1.3µM*	-1%	1.8µM*
COc1ccc(/C=N/n2c(=O)[nH]c3c([nH]c4ccc(Br)cc43)c2=O)cc1CN1CCOCC1	?	4%	?

Two successive records out of the list so far:
SMILES	TDP1 cell CPT	TDP1 block	DT40 TDP1 no CPT
CS(=O)(=O)c1nc(-c2ccc(F)cc2)cc(C(F)(F)F)n1	1.3µM*	-1%	1.8µM*
COc1ccc(/C=N/n2c(=O)[nH]c3c([nH]c4ccc(Br)cc43)c2=O)cc1CN1CCOCC1	?	4%	?

(more compounds)
SMILES	TDP1 cell CPT	TDP1 block	DT40 TDP1 no CPT
COc1ccc(C2C(C(=O)N3CCCC3)CC(=O)N2c2ccc(OC)cc2)cc1 (configuration not stated)	3%	-2%	2%
O=C(OCC(=O)c1c[nH]c2ccccc12)C1=COCCO1	-43%	6%	-18%
CCOc1cc(N2CCOCC2)c(OCC)cc1NC(=O)c1cc(S(=O)(=O)N2CCOCC2)ccc1Cl	-110%	-10%	-103%
COC(=O)c1c(SCc2cccc3ccccc23)nc(=O)[nH]c1C	?	.	?
Nc1nc(N)nc(-c2ccc(Cl)cc2)n1	?	1%	?
COCCn1cnc2c1c(=O)n(CC(=O)OCC(=O)NCC(F)(F)F)c(=O)n2Cc1ccccc1	5%	5%	-4%
CC(=O)C1CCCN(C(=O)c2ccc3oc(CCc4ccccc4)nc3c2)C1 (configuration not stated)	?	2%	?
O=C(COC(=O)Cc1ccccc1F)NCc1ccc(Cl)cc1	-12%	-3%	-7%
C[C@H](O)[C@@H]1C(=O)N2CCc3ccc(-c4ccccc4)cc3[C@@H]2C[C@@H]1N(C)C(=O)Nc1cc(Cl)cc(Cl)c1	-19%	.	-23%
COc1ccc(CNC(=O)c2cccc(C)c2[N+](=O)[O-])cc1	-3%	-8%	?
O=S1(=O)N=C(N(CCO)/N=C/c2ccccc2)c2ccccc21	-11%	2%	?
O=c1ccn(Cc2ccccc2)c(=O)n1Cc1ccccc1	-11%	7%	?
COc1ccc(Br)cc1CN(C)CC(=O)Nc1cc(Cl)ccc1Cl	-16%	-3%	?
O=c1c(-c2ccc(Cl)cc2)nc2cnc(N3CCOCC3)nc2n1-c1ccccc1	11%	.	-12%
Cc1ccc(N2CC(C(=O)NCc3ccco3)CC2=O)cc1Cl (configuration not stated)	-14%	8%	7%
CC1CN(S(=O)(=O)c2cccc(C(=O)Nc3cc(Cl)ccc3N3CCOCC3)c2)CC(C)O1 (configuration not stated)	?	1%	15µM*
Cc1cc(NC(=O)CCC(=O)N(Cc2cccnc2)C(C(=O)NC(C)(C)C)c2ccccc2Cl)no1 (configuration not stated)	10%	11%	-8%
COc1cc(NC(=S)NC(=O)c2c(OC)cccc2OC)ccc1NC(=O)c1cccs1	10µM*	6%	9.2µM*
NC(=O)CC(NC(=O)Cc1ccc(Br)cc1)c1ccc(NCc2cc(F)ccc2F)c([N+](=O)[O-])c1 (configuration not stated)	-2%	4%	-27%
Cc1cccc(C)c1NC(=O)/C(=C/c1ccco1)c1ccccc1	18µM*	3%	13µM*
Cc1ccc(CN2CCN(/N=C/c3ccc(Cl)c([N+](=O)[O-])c3)CC2)cc1	?	12%	?
Cc1cccc(Nc2nc(N)nc(CSc3nccc(C)n3)n2)c1	-1%	0%	-7%
CCCC(=O)N1CCCC(c2cc(C(=O)NCc3ccccc3)no2)C1 (configuration not stated)	-11%	.	-7%
O=C(CNc1ccc(Cl)cc1)NNC(=S)NCc1ccccc1	?	2%	?
CSc1ncccc1C(=O)N1CCCC(CCC(=O)NCc2ccc(F)c(F)c2)C1 (configuration not stated)	?	.	?
O=C(NC1CCCCC1)c1cc(-c2ccc(O)cc2)on1	2%	10%	-4%
CC1CCCCC1N=C1NC(C)(C)CS1 (configuration not stated)	4%	-1%	-3%
Cc1ccc(NC(=O)C2(C)CCN2Cc2ccccc2OC(F)F)cc1 (configuration not stated)	?	.	?
COC(=O)c1oc(-c2ccc(Cl)cc2)nc1C	15%	-3%	-23%
O=C(c1ccc(COc2ccccc2Br)o1)N1CCCCCC1	21µM*	2%	?

Compounds listed so far containing a nitro group on carbon (5):
SMILES	TDP1 cell CPT	TDP1 block	DT40 TDP1 no CPT
Cc1ccc([N+](=O)[O-])cc1S(=O)(=O)Nc1ccc(-c2ccc(N3CCOCC3)nn2)cc1	-1%	.	-1%
O=C(COC(=O)c1ccco1)Nc1ccccc1[N+](=O)[O-]	8%	1%	9%
COc1ccc(CNC(=O)c2cccc(C)c2[N+](=O)[O-])cc1	-3%	-8%	?
NC(=O)CC(NC(=O)Cc1ccc(Br)cc1)c1ccc(NCc2cc(F)ccc2F)c([N+](=O)[O-])c1 (configuration not stated)	-2%	4%	-27%
Cc1ccc(CN2CCN(/N=C/c3ccc(Cl)c([N+](=O)[O-])c3)CC2)cc1	?	12%	?

Remaining list, next part
SMILES	TDP1 cell CPT	TDP1 block	DT40 TDP1 no CPT
COc1ccc(-c2ccc(/C=C3\C(=O)N(c4ccccc4)N=C3c3ccccc3)o2)c([N+](=O)[O-])c1	?	7%	21µM*
CCN(CC(=O)Nc1ccccc1OC)C(=O)COc1ccc(C#N)cc1	2%	.	3%
O=C(CSc1nc(-c2ccccc2)cs1)N1CCc2ccccc21	-24%	-2%	-5%
N#CCCN(C(=O)COC(=O)c1ccc(S(=O)(=O)N2CCCC2)cc1)c1cccc(Cl)c1	8%	-3%	7%
Cc1nn(-c2ccccc2)c(C)c1/C=N/NC(=O)c1cccs1	9.2µM*	0%	15µM*
CC(NCCC(Cc1ccccc1)c1ccco1)c1ccccc1 (configuration not stated)	?	.	?
Cc1ccc(C)c(NC(=O)CN(C)C(=O)c2ccccc2OCc2ccc(Cl)cc2)c1	23µM*	-1%	?
CNC(=O)CN1C(=O)NC(c2ccccc2)(c2ccccc2)C1=O	0%	9%	-6%
Cc1ccc2c(c1)N(C(=O)N1CCC(C(=O)NCc3ccccc3C)CC1)CC(C)O2 (configuration not stated)	21µM*	4%	16µM*
O=C(NCC(=O)N1CCN(c2ccccc2)CC1)c1ccc(Br)o1	2%	1%	-24%
CCC(=O)N1CCc2cc(Br)cc(S(=O)(=O)N3CCN(C(=O)c4ccco4)CC3)c21	8%	1%	-21%
Cc1ccc2oc(C(=O)N(Cc3sccc3C)C3CCS(=O)(=O)C3)c(C)c2c1 (configuration not stated)	5.8µM*	5%	5.2µM*
CC1CCN(S(=O)(=O)c2ccc3c(c2)N(CC(=O)Nc2ccc(F)c(Cl)c2)C(=O)CO3)CC1	23µM*	-3%	15µM*
NC1(C(=O)O)CCCC1	2%	2%	-3%
COc1ccc(C(C(=O)NC2CCCC2)N(C(=O)c2ccco2)c2cccc(C(C)=O)c2)cc1OC (configuration not stated)	9%	.	7%
Cc1ccc(CN2CC(=O)N3[C@H]4c5cc(C)ccc5OC[C@@H]4[C@H](c4ccccc4)[C@]3(C)C2=O)cc1	?	3%	?

Two records picked at random from those above:
SMILES	TDP1 cell CPT	TDP1 block	DT40 TDP1 no CPT
c1ccc(OCCN2CCN(C(c3ccccc3)c3ccccc3)CC2)cc1	?	.	15µM*
CC1CCN(S(=O)(=O)c2ccc3c(c2)N(CC(=O)Nc2ccc(F)c(Cl)c2)C(=O)CO3)CC1	23µM*	-3%	15µM*
